# TR-FRET SRC-2 ct – counter-screen for PPARgamma SRC-2 recruitment agonists: TR-FRET artefact | hits give high values | TR-FRET ratio at 8 µM | 0.4% of 200,000 active | AID 1049; in the data active means TR-FRET ratio above about 2000; further: inactives centre near 1500
# STAT3 activator – activators of IL-6 induced STAT3 signaling | U3A cells, IL-6 STAT3-luciferase reporter, luminescence; 100% = signal with IL-6 EC80 alone | activation (% of control), % at 5.6 µM | 0.91% of 190,000 active | AID 871;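 active means activation above the screen-wide mean of compound activation plus 3 SD, cut at about 130% in these data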;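 further: 0% = background luminescence of wells with medium and substrate only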
#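 Material: STAT3-luciferase reporter U3A cells; Probe or stimulus: IL-6 (33 ng/mL); Incubation: compound pre-incubation 1 h before IL-6, then 6 h stimulation at 37 °C; Technique: luminescence from STAT3-driven luciferase reporter; Evaluation: % activation versus median of IL-6-stimulated wells; Controls: IL-6-only high control.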
# bIAP inh – blocks bovine intestinal alkaline phosphatase activity. purified bovine IAP, CDP-star luminescence, 30 min. inhibition, % at 20 µM. 190,000 tested, under 10 active. AID 1019;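 active means over 50% inhibition of intestinal alkaline phosphatase at 20 µM in the single-dose screen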
#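 System: purified bovine intestinal alkaline phosphatase (IAP) enzyme; Input: IAP diluted 1/65,000,000 in the well; Measured by: CDP-star luminescence signal; Compound dosing: 20 µM single dose; Incubation: 30 min reaction at room temperature.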
# PPARg SRC-1 ag – promotes SRC-1 coactivator recruitment by human PPARgamma. P37231. PPARgamma-SRC-1 coactivator recruitment biochemical assay. activation, % at 8 µM. 0.41% of 200,000 active; in the data active means activation above about 19%;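 further: 0% = DMSO and 100% = reference agonist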
# TNAP act hiacc – increases human TNAP activity under high phosphate acceptor concentration; activation factor at 20 µM; 200,000 tested, under 10 active; AID 1136; purified TNAP, CDP-star luminescence, 1 M DEA, 30 min; hits give high values; 0 = EDTA background, 1 = DMSO-only activity;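 active means activation factor at least 2 at 20 µM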
# Target sequence (P05186 whole entry, looked up): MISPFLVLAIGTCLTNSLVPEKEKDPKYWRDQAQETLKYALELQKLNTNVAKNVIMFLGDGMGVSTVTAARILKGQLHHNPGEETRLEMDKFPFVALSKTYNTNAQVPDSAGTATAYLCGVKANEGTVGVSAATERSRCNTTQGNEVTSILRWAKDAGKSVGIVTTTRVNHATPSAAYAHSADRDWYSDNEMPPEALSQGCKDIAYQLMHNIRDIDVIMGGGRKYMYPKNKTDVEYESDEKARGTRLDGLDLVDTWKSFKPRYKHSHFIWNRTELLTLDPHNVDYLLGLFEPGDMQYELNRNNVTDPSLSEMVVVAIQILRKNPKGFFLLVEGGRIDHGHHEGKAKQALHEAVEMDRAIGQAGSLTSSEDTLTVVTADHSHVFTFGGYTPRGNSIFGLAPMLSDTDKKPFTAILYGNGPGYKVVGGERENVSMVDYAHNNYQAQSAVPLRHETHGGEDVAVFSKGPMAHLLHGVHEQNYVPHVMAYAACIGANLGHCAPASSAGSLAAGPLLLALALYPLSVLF
#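 Control set: EDTA negative control, DMSO positive control / Assay system: human TNAP / Quantity: TNAP 1/800 final / Evaluation: TNAP activation factor scaled between EDTA and DMSO control wells / Measured by: luminescent substrate turnover signal / Compound dosing: one dose, 20 µM / Times: 30 min enzyme reaction at room temperature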
# STAT3 blocker – STAT3 signaling inhibition; U3A cells, IL-6 STAT3-luciferase reporter, luminescence; host cell line lacks STAT1; inhibition, % at 5.5 µM; 0.89% of 190,000 active;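 active means inhibition above the mean inhibition across all screened compounds plus 3 SD, cut at about 44% in these data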;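 further: 0% = DMSO only wells and 100% = 100 µM nifuroxazide control wells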
# STAT1 inh – inhibitors of IFN-gamma induced STAT1 signaling. NIH 3T3 STAT1-luciferase reporter, luminescence. inhibition, % at 5.5 µM. 0.35% of 200,000 active. AID 920;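 active means inhibition above a set limit, the mean inhibition across all tested compounds plus 3 SD, cut at about 34% in these data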;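 further: 0% = IFN-gamma with DMSO and 100% = IFN-gamma with 300 µM nifuroxazide; values of inactives mirror those of a sister screen read the other way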
# PPARg SRC2 recr – PPARgamma-driven SRC-2 recruitment agonism; P37231; PPARgamma LBD-SRC-2 recruitment, biochemical; activation, % at 8 µM; 0.34% of 200,000 active; AID 1032; in the data active means activation above about 22%;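 further: 0% = vehicle and 100% = reference agonist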
# PPARg SRC3 recr – PPARgamma-driven SRC-3 recruitment agonism | AID 731 | P37231 | biochemical PPARgamma/SRC-3 coactivator recruitment assay | activation, % at 8 µM | 0.26% of 200,000 active; in the data active means activation above about 23%;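 further: 0% = DMSO and 100% = reference agonist; some compounds past the cut are filed as inactive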
# ROMK mod – modulates human ROMK potassium channel activity. Tet-inducible ROMK, thallium flux fluorescence; actives lie on both sides. B-score at 10 µM. 2% of 130,000 active;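 active means signal ratio slope over the read window, or its plate-corrected B-score, at least 3 SD from the plate mean, either direction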;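 further: B-score of the F/F0 ratio slope over 7 to 12 s after thallium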
# Target sequence (P48048 whole entry, looked up): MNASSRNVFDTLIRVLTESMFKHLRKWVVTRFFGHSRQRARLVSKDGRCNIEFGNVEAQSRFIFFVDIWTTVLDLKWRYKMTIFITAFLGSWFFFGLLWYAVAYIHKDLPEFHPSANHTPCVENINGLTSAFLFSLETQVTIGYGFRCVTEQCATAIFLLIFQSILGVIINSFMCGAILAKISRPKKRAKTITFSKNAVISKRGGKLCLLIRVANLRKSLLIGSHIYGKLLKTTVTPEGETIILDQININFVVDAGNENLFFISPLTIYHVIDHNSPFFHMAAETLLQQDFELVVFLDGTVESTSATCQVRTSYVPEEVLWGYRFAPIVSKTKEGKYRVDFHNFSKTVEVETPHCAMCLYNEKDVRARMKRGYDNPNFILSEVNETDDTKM
# bIAP activator – increases bovine intestinal alkaline phosphatase activity. purified bovine IAP, CDP-star luminescence, 30 min; hits give high values; fold of DMSO-control signal, blank-subtracted. activation factor at 20 µM. 0.17% of 200,000 active. AID 1016;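 active means activation factor of 2 or more at 20 µM, a signal rise over negative controls twice the positive control's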
# * marks the source's active call; other numbers are inactive results; / = no result given.
SMILES,TR-FRET SRC-2 ct,STAT3 activator,bIAP inh,PPARg SRC-1 ag,TNAP act hiacc,STAT3 blocker,STAT1 inh,PPARg SRC2 recr,PPARg SRC3 recr,ROMK mod,bIAP activator
Cc1c(C(=O)Nc2cccc(C(F)(F)F)c2)oc2ccc(S(=O)(=O)N3CCOCC3)cc12,1645,95,6,9,1.1,8,2,-3,-3,0.89,0.9
O=S(=O)(Nc1ccc(Oc2ncccn2)c(Cl)c1)c1ccc(Cl)cc1,1599,103,5,4,1.1,-3,1,7,11,/,0.9
Cc1ccc(NC(=O)CN2C(=O)NC(C)(c3ccc(Cl)cc3)C2=O)cc1S(=O)(=O)N1CCOCC1 (stereo unspecified),1459,101,-2,-8,1,-1,2,0,-2,/,1
CCN1C(=O)CS/C1=N\S(=O)(=O)c1ccc(Cl)cc1,1402,92,2,11,1,11,4,4,-1,0.2,1
O=C(CCS(=O)(=O)c1cc(Br)cc2c1N(C(=O)C1CC1)CC2)NCc1ccco1,1710,104,-4,8,1,0,9,7,4,-0.47,1
O=C1CC(SCCc2nc3ccccc3[nH]2)C(=O)N1c1ccc(Cl)cc1 (stereo unspecified),1658,102,1,1,1,8,6,2,2,/,1
S=c1[nH]nc(-c2cccs2)n1Cc1ccccc1,1677,97,15,2,1,8,5,3,7,-0.67,0.9
C=CCn1c(SCCOc2ccc(OC)cc2)nnc1C(CO)NC(=O)c1ccc(OC)cc1 (stereo unspecified),1397,97,2,3,1,5,1,7,13,/,1
CCCCNc1c(N)n(CCCC)c(=O)[nH]c1=O,1447,102,1,-12,1,-3,5,-11,0,0.44,1
O=C(Nc1cccc(N=Cc2cc(Cl)cc(Br)c2O)c1)c1ccco1,1754,107,/,6,1,-12,-11,-8,0,4.1*,0.4
COc1ccc(C2CC(=O)C3=C(C2)NC(C)=C(C#N)C3c2ccc(N(C)C)cc2)cc1 (stereo unspecified),1613,95,-6,6,1.1,13,7,12,-1,/,1.1
O=C(COC(=O)c1ccccn1)Nc1cccc2ccccc12,1491,95,-6,-4,1,13,-4,-4,3,-0.87,1.1

# Five entries from above, arranged by the value under PPARg SRC3 recr, descending:
smiles,STAT3 activator,bIAP inh,PPARg SRC-1 ag,TNAP act hiacc,STAT1 inh,PPARg SRC2 recr,PPARg SRC3 recr,ROMK mod,bIAP activator
C=CCn1c(SCCOc2ccc(OC)cc2)nnc1C(CO)NC(=O)c1ccc(OC)cc1 (stereo unspecified),97,2,3,1,1,7,13,/,1
O=S(=O)(Nc1ccc(Oc2ncccn2)c(Cl)c1)c1ccc(Cl)cc1,103,5,4,1.1,1,7,11,/,0.9
O=C(CCS(=O)(=O)c1cc(Br)cc2c1N(C(=O)C1CC1)CC2)NCc1ccco1,104,-4,8,1,9,7,4,-0.47,1
O=C(COC(=O)c1ccccn1)Nc1cccc2ccccc12,95,-6,-4,1,-4,-4,3,-0.87,1.1
Cc1ccc(NC(=O)CN2C(=O)NC(C)(c3ccc(Cl)cc3)C2=O)cc1S(=O)(=O)N1CCOCC1 (stereo unspecified),101,-2,-8,1,2,0,-2,/,1

# The results go on.
SMILES,TR-FRET SRC-2 ct,STAT3 activator,bIAP inh,PPARg SRC-1 ag,TNAP act hiacc,STAT3 blocker,STAT1 inh,PPARg SRC2 recr,PPARg SRC3 recr,ROMK mod,bIAP activator
O=C1NNC(=O)C2C3C=CC(C4CC34)C12 (stereo unspecified),1296,102,-1,-3,1,4,-6,-3,-13,2,1
O=C(COC(=O)CCC(NC(=O)OCc1ccccc1)C(=O)OCC(=O)Nc1ccccc1)Nc1ccccc1 (stereo unspecified),1536,108,9,4,1,-6,1,1,-1,/,0.9
CCc1ccccc1NC1c2ccccc2C(=O)N1c1cccnc1 (stereo unspecified),1466,107,5,2,1,-3,7,-1,-2,0.56,1
COc1ccc(C(=O)Nc2ccc([N+](=O)[O-])cn2)cc1OC,1574,91,10,-1,1,8,13,1,-1,-0.03,0.9
O=C(O)c1ccc(CNC(=S)Nc2ccccc2)cc1,1545,101,7,-2,1.1,8,0,9,4,0.37,0.9
COc1ccccc1N/C(=N/S(=O)(=O)c1ccc(Cl)cc1)c1ccccc1,1914,102,12,4,1,7,7,15,10,/,0.9
COc1ccc(-c2nnc(SCC(=O)Nc3ccc4c(c3)OCCO4)n2N)cc1OC,1593,99,7,4,1,5,4,-2,5,/,0.9
Cc1cc(Nc2cccc(C)c2C)n2ncnc2n1,1585,99,11,-4,1.1,1,-14,-4,-3,0.52,0.9
CCOc1ccc(NC(=O)CN2CCN(CC(=O)Nc3ccc(C(=O)OC)cc3)CC2)cc1,1506,100,0,6,1.1,8,0,6,6,1.7,1
O=C(c1cc2ccccn2n1)N1CCN(c2cccc(C(F)(F)F)c2)CC1,1574,91,6,2,1,14,-3,-3,-3,-1,0.9
CCCCNC(=O)C1CCN(S(=O)(=O)N2CCOCC2)CC1,1737,93,-7,15,1,18,-3,-9,4,0.49,1.1
Cc1ccc(-c2nn3cnnc3c3ccccc23)cc1,1627,89,-4,-3,1,18,3,4,-2,-0.39,1
S=C(Nc1ccccc1)N1CCN(C2CCCCC2)CC1,1707,105,-3,4,1,4,-2,2,3,/,1
Cc1nn(CC(=O)Nc2c(C)n(C)n(-c3ccccc3)c2=O)c(C)c1[N+](=O)[O-],1393,102,7,-1,1,5,0,-6,-2,1.3,0.9
Cc1ccc(CSCCNC(=O)CSc2ccccc2)cc1,1657,105,4,1,1.1,-2,6,0,5,0.011,1
CCOc1ccc2nc(NC3=NC(c4ccc(OC)cc4)CC(=O)N3)nc(C)c2c1 (stereo unspecified),1505,95,-12,-1,1,11,2,3,-2,/,1.1
CCn1cc(C2=NC(c3ccccc3)CO2)c2ccccc21 (stereo unspecified),1614,95,6,-6,1,5,-1,11,1,-1.2,0.9
Cc1ccc(CCNC(=O)C2CCN(S(=O)(=O)N3CCCC3)CC2)cc1,1357,104,14,-4,1,-1,-2,-11,-2,/,0.9
CCOC(=O)C1(CCCc2ccccc2)CCN(C(=O)C2CCCN(C(N)=O)C2)CC1 (stereo unspecified),1310,107,-1,-5,1,-2,2,-2,-4,0.13,1
Cc1ccc(CC(=O)OCC(=O)NC2CCCC(C)C2C)cc1C (stereo unspecified),1555,103,0,-10,1,1,1,-6,0,/,1
Cc1nccc(-c2ccc(-n3cnc4ccccc43)cc2)n1,1441,115,12,-2,1.1,-10,0,5,-12,1,0.9
CC(C)OC(=O)c1cccnc1SCC(=O)N(C)c1ccccc1,1484,99,2,1,1,6,6,4,5,-0.4,1
CCCCn1c(CNC(=O)Cc2ccccc2)nc2ccccc21,1765,103,11,-1,1.1,6,-2,4,6,/,0.9
Cc1ccccc1-c1nc2ccccc2[nH]1,1556,102,-8,0,1,-1,-31,8,-1,0.32,1.1
CC(=O)N=c1sc2cc(C)ccc2n1C,1535,68,8,6,1.1,41,4,2,6,/,0.9
Clc1ccc(OC2CCN(Cc3nc(CC4CC4)no3)CC2)cc1,1523,98,4,-1,1,7,4,0,9,-2.3,1
COC1CCN(C(=O)CC2C(=O)NCCN2CC(C)(C)C)CC1 (stereo unspecified),1618,108,-9,2,1,-3,-11,-4,1,1.4,1.1
Cc1ccccc1Oc1ccccc1N,1461,99,-9,-1,1,13,1,2,4,0.23,1.1
Cc1cc(C)cc(-c2nnc(SCc3ccc(C(=O)O)cc3)o2)c1,1454,98,8,-6,1,8,3,-3,-1,-0.29,0.9
COC(=O)c1cscc1NC(C)=O,1386,102,10,-2,1,1,2,-2,0,-0.4,0.9
CCC(=O)n1nc(-c2ccc(Cl)cc2)nc1SC,1472,89,14,-6,1,16,-14,7,-3,0.19,0.9
COc1ccc(/C=C/C(=O)Nc2cc(C)nn2-c2nc3ccccc3n2Cc2cccc([N+](=O)[O-])c2)cc1,1655,111,11,4,1,-13,-1,6,3,-0.028,0.9
Cc1cccc(NS(=O)(=O)c2ccc3[nH]c(=O)cc(C(=O)OC(C)C(=O)Nc4ccc([N+](=O)[O-])cc4)c3c2)c1 (stereo unspecified),1331,98,5,-2,1,6,4,0,-1,-3.1*,0.9
CN(C)CCCN(C(=O)COc1ccc(Cl)cc1)c1nc2c(F)cccc2s1,1766,99,-1,4,1,9,-12,13,3,0.59,1
COc1ccc(S(=O)(=O)N2CCCCC2)cc1-n1cnnn1,1487,106,-3,-11,1,-3,-6,-9,2,-0.11,1
O=C(Cn1c(=O)n(Cc2ccco2)c(=O)c2c3c(sc21)CCCCC3)c1ccccc1,1588,109,-3,9,1,-8,-5,-10,11,/,1

# A few values from the entries so far:
# For PPARg SRC3 recr, `Cc1ccccc1-c1nc2ccccc2[nH]1` is listed with -1
# For PPARg SRC2 recr, `COc1ccc(S(=O)(=O)N2CCCCC2)cc1-n1cnnn1` is listed with -9

# Continued:
SMILES,TR-FRET SRC-2 ct,STAT3 activator,bIAP inh,PPARg SRC-1 ag,TNAP act hiacc,STAT3 blocker,STAT1 inh,PPARg SRC2 recr,PPARg SRC3 recr,ROMK mod,bIAP activator
CC1(C)CC(NC(=S)Nc2ccc([N+](=O)[O-])cc2)CC(C)(C)N1,1774,104,9,5,1,0,0,9,-2,-0.9,0.9
CCC(=O)Nc1ccc(C(=O)N/N=C/c2ccccc2[N+](=O)[O-])cc1,1581,109,7,-5,1,0,-3,5,2,/,0.9
CCCN1Cc2cccc(C(=O)NCc3cccs3)c2C1=O,1345,109,13,-2,1,-6,6,-3,-15,/,0.9
Cc1cc(NC(=O)c2ccc(Cl)cc2)c(C(C)C)cc1O,1610,99,6,7,1,7,-1,12,6,0.43,0.9
COc1ccc(C(=O)N2CC3(C)CC2CC(C)(C)C3)cc1OC (stereo unspecified),1454,102,4,2,1,-1,1,-4,-5,0.46,1
Cc1nn(CCc2nn[nH]n2)c2nc(-c3ccccc3)cc(C(F)(F)F)c12,1747,97,5,4,1.1,8,-2,12,9,-0.14,1
O=C(COC(=O)c1ccccc1O)NCCC1=CCCCC1,1507,108,-2,-1,1,-4,-3,0,2,-1.3,1
CN(/N=C/c1ccc(Br)o1)C1=NS(=O)(=O)c2ccccc21,1654,78,3,3,1,30,-13,11,0,0.076,1
O=C(Nc1ccc(C(=O)N2CCOCC2)cc1)Nc1cccc2ccccc12,1308,97,-40,-2,1,12,-8,-7,0,-0.61,1.4
CCC(C)NC(=O)/C=C/c1ccc(S(=O)(=O)NCc2ccco2)cc1 (stereo unspecified),1713,104,0,5,1,-4,0,-4,5,0.22,1
CCN(Cc1ccccc1)C(=O)Cn1c(C(C)O)nc2ccccc21 (stereo unspecified),1693,90,-14,-5,1,18,9,-12,-1,-0.45,1.1
Cc1ccc(OCC(=O)Nc2ccccc2[N+](=O)[O-])c(Br)c1,1433,112,-6,-12,1,0,-66,-11,2,-1.4,1.1
CC1=C(C(N)=O)C(c2cccc(O)c2)n2nc(CCCO)nc2N1 (stereo unspecified),1616,98,3,1,1,10,7,6,8,/,1
COc1cccc(-c2nc3ccccc3c(=O)n2NC(=O)c2cccnc2Cl)c1,1503,102,4,-4,1,1,-11,-2,0,-0.35,1

# Compound activity as filed in PubChem.
